# Bioassay records as filed in PubChem.
# CAL PDZ FP-1: inhibitors of human CAL PDZ peptide binding. AID 504414. Q9HD26. inhibition, % at 20 µM. 330,000 compounds, 0.02% hits. purified CAL PDZ, TMR-peptide fluorescence polarization, 1 h;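 active = highest replicate inhibition of at least 40%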;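 also: plate controls were DMSO neutral control wells for no effect and unlabeled competitor peptide control wells for full effect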
#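 Material: tagged CAL PDZ protein CerCALP, purified; buffer or medium: sodium phosphate/NaCl buffer pH 7.4 with TCEP, IgG, Thesit; also added: fluorescent TMR peptide probe; schedule: 1 h incubation at room temperature before polarization reading; technique: fluorescence polarization from S- and P-plane intensities, G-factor corrected; control set: unlabelled peptide and DMSO controls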
# dFosB act: activators of mouse delta FosB homodimer. P13346. purified delta FosB, TAMRA-CDK5 oligo fluorescence polarization; percent of positive-control signal above neutral wells. activation, % at 25 µM. 340,000 compounds, 0.99% hits. AID 493131;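 active = mean activation above about 17%, with every replicate also reaching it, limit read from the data, passing the limit was not always enough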;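 also: fluorescence polarization rise as delta FosB binds a TAMRA Cdk5 AP-1 oligo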
# Target sequence (P13346 whole entry, looked up): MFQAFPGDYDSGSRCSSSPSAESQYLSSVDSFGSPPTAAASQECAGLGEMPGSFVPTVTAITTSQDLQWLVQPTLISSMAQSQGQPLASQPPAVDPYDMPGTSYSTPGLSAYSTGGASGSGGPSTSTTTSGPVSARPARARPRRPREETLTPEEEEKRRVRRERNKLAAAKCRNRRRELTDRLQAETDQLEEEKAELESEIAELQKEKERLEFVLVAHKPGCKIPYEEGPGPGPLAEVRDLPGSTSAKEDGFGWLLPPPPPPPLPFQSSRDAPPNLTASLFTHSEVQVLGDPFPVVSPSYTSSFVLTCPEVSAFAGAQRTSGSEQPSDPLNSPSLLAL
# CAL PDZ FP-2: blocks peptide binding to the human CAL PDZ domain; purified CAL PDZ, TMR-peptide fluorescence polarization, 1 h; AID 602252; 300,000 compounds, 0.92% hits; inhibition, % at 24.9 µM; Q9HD26;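 active = mean inhibition of at least 30% with at least half of replicates also reaching 30%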;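 also: 0% = DMSO neutral control and 100% = excess unlabeled competitor peptide PRC23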
# PvdQ inh: P. aeruginosa PvdQ acylase inhibition; AID 488965; inhibition, % at 10 µM; 340,000 compounds, 0.063% hits; purified PvdQ acylase, fluorescence plate reader; in the data active = inhibition above about 30%, passing the limit was not always enough;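 also: 0% = vehicle neutral wells and 100% = reference inhibitor wells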
# PfHsp90 yeast 2: reduces growth (ATP signal) of yeast expressing P. falciparum Hsp90; inhibition, % at 9.4 µM; 310,000 compounds, 0.32% hits; S. cerevisiae expressing PfHsp90, BacTiter-Glo ATP, 48 h; yeast lacking PDR1 and PDR3 efflux regulators;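 active = every replicate shows inhibition above about 80%, whatever the replicate mean, limit read from the data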;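 also: 0% = DMSO neutral controls and 100% = 20 µM radicicol positive controls; yeast relying on Plasmodium falciparum Hsp90 in place of its own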
# SR-BI DiI-HDL act: SR-BI HDL lipid transfer activation; CHO ldlA[mSR-BI] cells, DiI-HDL uptake fluorescence, 3 h; 100 = double the neutral-control signal; activation, % at 12.5 µM; 320,000 compounds, 0.096% hits; AID 504775;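 active = mean replicate activation of at least 60% and every replicate at or above 60%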;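 also: 0% = median plate neutral-control signal and 100% = twice that signal; values of inactives mirror those of a sister screen read the other way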
#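 system = CHO ldlA[mSR-BI] cells, LDL receptor-null, SR-BI overexpressing | medium = Ham's F12 with 0.5% BSA, HEPES 25 mM, pH 7.4 | probe or stimulus = DiI-HDL 10 µg/mL | compound dosing = single-point compound dose | incubation = compound exposure 3 h, 37 °C | technique = DiI fluorescence, bottom read | read-out = cell-associated DiI fluorescence as measure of HDL uptake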
# SR-BI HDL uptake: inhibitors of mouse SR-BI mediated HDL lipid uptake | inhibition, % at 12.5 µM | 320,000 compounds, 0.96% hits | ldlA[mSR-BI] CHO cells, DiI-HDL uptake fluorescence, 3 h | Q61009;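 active = mean replicate inhibition of at least 70% and a set share of replicates each scoring 70 or more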;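 also: 0% = median of neutral control wells and 100% = median of positive control wells; values of inactives mirror those of a sister screen read the other way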
# MITF act: increases MITF-driven TRPM1 promoter luciferase signal; SK-MEL-5 TRPM1-promoter luciferase, 24 h; % of positive control, neutral wells = 0; AID 588334; activation, % at 12.5 µM; 300,000 compounds, 0.75% hits;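 active = mean activation of at least 80% with every replicate also reaching 80%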;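 also: 0% = neutral control wells and 100% = parthenolide positive control wells; values of inactives mirror those of a sister screen read the other way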
# Rtt109 HAT inh: inhibitors of Candida albicans Rtt109/Vps75 histone acetyltransferase; Q5AAJ8; purified Rtt109/Vps75, ThioGlo CoA-SH fluorescence, 4 h; inhibition, % at 34.9 µM; 330,000 compounds, 0.16% hits; AID 540336;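 active = inhibition of at least 50% in every replicate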
# Target sequence (Q5AAJ8 whole entry, looked up): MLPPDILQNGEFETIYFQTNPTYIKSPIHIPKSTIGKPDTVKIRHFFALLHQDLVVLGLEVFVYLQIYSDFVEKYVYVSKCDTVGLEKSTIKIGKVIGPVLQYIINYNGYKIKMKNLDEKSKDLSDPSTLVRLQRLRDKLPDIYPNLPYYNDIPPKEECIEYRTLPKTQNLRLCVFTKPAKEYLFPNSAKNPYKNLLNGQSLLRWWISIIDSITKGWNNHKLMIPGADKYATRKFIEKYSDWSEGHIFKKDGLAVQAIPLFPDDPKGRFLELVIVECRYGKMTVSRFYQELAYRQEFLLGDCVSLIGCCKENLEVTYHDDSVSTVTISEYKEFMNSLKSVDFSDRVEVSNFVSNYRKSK
# NSD2 HMT inh: blocks human histone methyltransferase NSD2; 310,000 compounds, 0.54% hits; inhibition, % at 12.5 µM; O96028; NSD2 peptide methylation, AlphaScreen, 120 min; in the data active = inhibition above about 50%
# * hit, by the source's call; x = no result given.
no.	CAL PDZ FP-1	dFosB act	CAL PDZ FP-2	PvdQ inh	PfHsp90 yeast 2	SR-BI DiI-HDL act	SR-BI HDL uptake	MITF act	Rtt109 HAT inh	NSD2 HMT inh	Structure
1	-2.7	4	-3	-5	-7	-10	10	-3	-1	4	Cc1cc(OCCN2CCCC2)ccc1[N+](=O)[O-]
2	-3.7	-5	-2	-15	23	30	-30	-4	7	2	OCC1(Cc2cccc(F)c2)CCN(Cc2ccc3cccc(F)c3n2)CC1
3	-0.2	-5	-4	-18	1	25	-25	1	-3	x	O=C(CSc1ccc(-c2ccco2)nn1)NCCc1ccccc1
4	-0.6	-6	3	-19	-2	-1	1	-6	-8	-1	CCN(CC(=O)Nc1ccccc1OC)C(=O)CCc1ccccc1
5	-4.0	28*	-5	-6	3	-10	10	x	x	x	Cc1ccc(-c2nn(CC(=O)NC(C)c3ccccc3)c(=O)c3ccccc23)cc1 (configuration not stated)
6	-0.9	3	-3	-7	-10	-11	11	-25	0	x	CN(Cc1ccco1)c1ncnc2ccc(-c3ccc4c(c3)OCO4)cc12
7	-0.8	0	-4	-9	-9	-24	24	-20	4	34	Cc1cccc(C2c3[nH]c4ccccc4c3CCN2C(=O)c2cc(CC(C)C)nc(C)n2)n1 (configuration not stated)
8	-1.5	2	-2	-14	-7	3	-3	x	-19	5	COc1ccc(N2CCc3c(C)nc4c(OC)cc(OC)cc4c32)c(OC)c1
9	1.2	-1	-2	-13	2	0	0	5	-8	2	CCN1C(=O)C2C(C1=O)N1C(c3cccs3)C3C(=O)N(CC)C(=O)C3N1C2c1cccs1 (configuration not stated)
10	-0.6	-2	x	-1	1	29	-29	21	2	-4	Cc1nc2nc(Cc3ccccc3)nn2c(C)c1Cl
11	-0.9	-12	-2	0	-12	10	-10	-1	1	-2	CS(=O)(=O)NN1C(=O)c2ccccc2NC1c1ccccc1F (configuration not stated)
12	-1.4	-17	-4	-5	-11	10	-10	30	-9	1	CC(C)Oc1cccc(C(=O)N/N=C/c2ccoc2)c1
13	-0.3	-6	-24	-12	-69	17	-17	-10	3	-2	COc1ccc2c(c1)C(C)=CC(C)(C)N2C(=O)C(C)N1C(=O)c2ccccc2C1=O (configuration not stated)
14	0.1	4	x	-1	16	-6	6	-2	3	1	CCOCCCN1CC(=O)N2[C@@H](Cc3c([nH]c4ccccc34)C2(C)C)C1=O
15	-0.8	-3	x	1	2	15	-15	5	-4	17	CN1CCCN(S(=O)(=O)c2cccc(Cl)c2Cl)CC1
16	0.4	-1	-8	-11	-17	3	-3	4	-6	x	CC(C)CC1(C(=O)O)NC(c2ccccc2O)C2C(=O)N(C(C)C)C(=O)C21 (configuration not stated)
17	-2.4	8	-1	-9	-10	-16	16	2	10	-1	CCC(NC(=O)c1ccccc1NC(=O)c1ccccc1)C(=O)NNC(=O)CSc1nc2ccccc2o1 (configuration not stated)
18	-1.3	-6	-4	-15	-4	-7	7	-12	4	-1	COc1ccc(C(O)c2nccn2Cc2ccccc2)cc1OC (configuration not stated)
19	-0.6	6	-4	-6	13	-39	39	9	3	x	Brc1ccc(-c2c(-c3ccsc3)sc3ccccc23)cn1
20	0.1	-5	2	-16	22	12	-12	x	5	-1	CCOC(=O)C1CCN(C(=O)CCc2ccc(S(=O)(=O)NCC(C)C)cc2)CC1
21	-0.8	-4	-4	-5	-2	28	-28	x	-4	-2	COc1ccc(NC(=O)C2C3C=CC(O3)C2C(=O)O)cc1 (configuration not stated)
22	-1.3	-22	5	-10	0	0	0	-8	7	-1	COc1ccc(C(=O)N(CC2CCCO2)C(C(=O)NCCC(C)C)c2ccc(C)cc2)cc1OC (configuration not stated)
23	-1.4	-6	-3	-8	18	-22	22	51	-5	-1	CCc1ccc(/C=N\NC(=O)c2ccc(Br)o2)s1
24	-0.3	-15	4	-13	4	-8	8	x	4	-5	Cc1ccc2oc(-c3cccc(NC(=O)c4ccccn4)c3)nc2c1
25	x	4	1	-11	-12	7	-7	0	4	2	COCCN(CC(=O)NCC1CCCO1)C(=O)CCC(=O)Nc1cc(C)on1 (configuration not stated)

# Random excerpt: 3 records from the list
no.	CAL PDZ FP-1	dFosB act	CAL PDZ FP-2	PvdQ inh	PfHsp90 yeast 2	SR-BI DiI-HDL act	SR-BI HDL uptake	MITF act	Rtt109 HAT inh	NSD2 HMT inh	Structure
6	-0.9	3	-3	-7	-10	-11	11	-25	0	x	CN(Cc1ccco1)c1ncnc2ccc(-c3ccc4c(c3)OCO4)cc12
9	1.2	-1	-2	-13	2	0	0	5	-8	2	CCN1C(=O)C2C(C1=O)N1C(c3cccs3)C3C(=O)N(CC)C(=O)C3N1C2c1cccs1 (configuration not stated)
13	-0.3	-6	-24	-12	-69	17	-17	-10	3	-2	COc1ccc2c(c1)C(C)=CC(C)(C)N2C(=O)C(C)N1C(=O)c2ccccc2C1=O (configuration not stated)

# The listing continues:
no.	CAL PDZ FP-1	dFosB act	CAL PDZ FP-2	PvdQ inh	PfHsp90 yeast 2	SR-BI DiI-HDL act	SR-BI HDL uptake	MITF act	Rtt109 HAT inh	NSD2 HMT inh	Structure
26	0.2	-7	-1	-20	4	6	-6	-34	6	x	C#CCN1C=C(C(=O)OCC)C(C)N(Cc2ccccc2I)S1(=O)=O (configuration not stated)
27	0.1	-13	0	18	12	8	-8	2	-5	2	CCc1ccc(CCC(=O)Nc2ncc(Cc3ccccc3Cl)s2)o1
28	-3.2	-2	-3	-9	1	-6	6	-5	1	-2	CCc1nnc(NC(=O)CCCSc2nc3ccccc3[nH]2)s1
29	-1.6	-15	-3	-7	26	-12	12	-11	-2	4	CC(=O)c1cccc(CN2CCC(n3nccc3NC(=O)CCCc3ccccc3)CC2)c1
30	-0.6	-2	-1	-6	6	1	-1	0	8	4	Cc1cc(=O)n(C)c(=O)n1CCCCCN1CCCC1
31	-1.0	3	2	-6	21	4	-4	-4	5	-2	CCCOCC1CC(CCc2nc(=S)[nH][nH]2)C(=O)O1 (configuration not stated)
32	0.0	-1	-4	-14	-1	39	-39	-9	-19	-4	CC1=C(C#N)C(c2ccc(O)cc2)C2=C(CC(C)(C)CC2=O)N1 (configuration not stated)
33	-1.9	5	-5	-10	7	-2	2	-5	-3	-1	CN(CC(=O)Nc1ccccc1Cl)C(=O)COC(=O)c1ccccc1[N+](=O)[O-]
34	-1.3	-10	x	-14	-13	-39	39	25	9	-1	O=C1COc2ccc(C(=O)COc3ccc(Cl)cc3Br)cc2N1
35	-0.7	-7	x	2	14	13	-13	-9	-11	-6	CC(=O)c1cccc(NC(=O)CN(c2ccccc2F)S(C)(=O)=O)c1
36	-4.4	-2	-9	-2	-1	-28	28	22	x	-3	C=CCOc1cccc(NC(=O)c2ccccc2SC)c1
37	-1.4	-10	-5	-12	-17	3	-3	18	1	-2	COc1cccc(/C=C/C(=O)OCCN2C(=O)c3ccccc3C2=O)c1
38	-1.3	-3	1	-12	-17	-42	42	14	-2	-3	Cc1oc2c(C)c3oc(=O)c4c(c3cc2c1C)CCCC4
39	-0.4	-4	-1	-12	-1	-20	20	-6	-1	-2	COc1cc(COc2ccc3c(C)c(Cc4ccccc4)c(=O)oc3c2C)cc(OC)c1OC
40	-0.1	-6	-2	-17	x	-15	15	-4	-5	18	COCCCN(C(=O)Cc1ccc(S(=O)(=O)N2CCOCC2)s1)c1c(N)n(Cc2ccccc2)c(=O)[nH]c1=O
41	-3.3	-9	-1	-18	25	x	x	1	2	8	O=C(O)Cc1sc(NCc2ccco2)nc1-c1ccccc1
42	-1.6	-2	-1	-6	4	18	-18	27	6	1	Cc1ccc(SCC(=O)Nc2cc([N+](=O)[O-])ccc2O)cc1
43	-1.5	0	-4	0	x	3	-3	x	-14	6	O=C(O)CSCNC(=O)CC12CC3CC(CC(C3)C1)C2
44	0.1	-8	-2	-10	21	0	0	-6	-16	1	CSc1nc(-c2ccco2)nn1C(=O)c1ccccc1
45	-0.7	-17	8	7	-4	-49	49	7	x	1	CCOc1cc(NC(=S)NCCCN2CCOCC2)c(OCC)cc1NC(=O)c1ccc(C)cc1
46	-0.6	-8	-5	-13	-2	8	-8	-7	3	1	Cc1ccc(-c2ccc(=O)n(CC(=O)NCCN3C(C)CCCC3C)n2)cc1 (configuration not stated)
47	-1.4	-9	x	-13	0	x	x	-1	0	-3	O=C(NC1CCCC1)C(c1cccnc1)N(C(=O)c1ccco1)c1cccc(F)c1 (configuration not stated)
48	-0.4	1	-9	-14	-54	11	-11	12	11	x	CCOc1ccc(C(=O)Nc2cc(NC(=O)c3ccc(OCC)c(Cl)c3)cc(C(=O)O)c2)cc1Cl
49	0.2	5	-2	-10	-8	2	-2	44	-4	-4	CNc1nnc(-c2cc3ccccc3oc2=O)s1
50	-0.4	-2	-4	-10	-10	x	x	-11	5	7	COCC(C)n1c(C)cc(C(=O)CSc2nc(C)c(C)c(C)n2)c1C (configuration not stated)
51	1.3	-7	5	4	11	x	x	-17	-16	2	Nc1ccc(S(=O)(=O)Nc2ccc(Cl)nn2)cc1
52	1.0	-1	0	0	x	2	-2	3	2	3	Clc1ccccc1-c1ncc2ccccn12
53	0.2	0	-4	5	-13	-33	33	x	x	30	CCOC(=O)c1sc(=S)n(C)c1NC(=O)c1ccc(C(C)(C)C)cc1
54	-0.6	2	2	-1	4	x	x	-13	-2	55*	COc1ccccc1C(=O)NNC(=O)Cc1ccccc1
55	-1.1	4	-2	-17	-8	29	-29	8	-10	-1	NC(=O)CC1C(=O)N(c2ccc(F)cc2)C(=O)N1NC(=O)CCc1ccccc1 (configuration not stated)
56	x	4	-2	1	16	-6	6	-1	-4	4	CSc1cc(C)n(-c2ccc(Cl)cc2)c(=S)c1C(C)=O
57	-1.2	4	-1	-15	x	15	-15	x	1	-3	CN1CCN(c2ccc(NC(=O)c3ccc4c(c3)OCO4)cc2)CC1
58	-2.2	-7	-5	-10	-9	-61	61	-1	5	-1	CCC(CC)NC(=O)COC(=O)c1ccc(OCc2ccc(C(C)=O)cc2OC)c(OC)c1
59	0.4	-6	-1	-28	-17	11	-11	-10	-1	-1	Cc1cc(C)cc(NC(=O)COC(=O)[C@@H](NC(=O)c2ccco2)C(C)C)c1
60	0.2	2	x	-9	-25	16	-18	x	-2	x	O=C(CSc1ccc2nnc(-c3ccncc3)n2n1)NCC1CCCO1 (configuration not stated)
61	-0.1	-18	-6	-6	3	-10	10	25	0	-2	CCOC(=O)/C(C#N)=C/c1ccc(N2CCN(Cc3ccccc3)CC2)cc1
62	-0.6	-18	-4	-4	-15	-13	13	-2	-3	-1	O=C(O)c1cccc(Nc2nc(-c3ccccc3)nc3ccccc23)c1
63	-1.1	-6	x	-8	25	-69	66	x	-9	x	CC(Sc1nc(-c2ccccc2)cc(C(F)(F)F)n1)C(=O)N1CCCC1 (configuration not stated)
64	-2.4	-9	2	3	27	-17	17	-4	-2	0	COc1cc(C(=O)Oc2cccc(C(=S)N3CCOCC3)c2)cc(OC)c1OC
65	0.1	3	1	22	8	-1	1	3	8	x	CN1C(=O)CC(c2ccccc2)C1=O (configuration not stated)
